# High-throughput results as filed in PubChem BioAssay.
# EP2 modulator = modulators of human EP2 prostaglandin E2 receptor. induction, % at 25 µM. 260,000 tested, 0.83% active. EP2-expressing cells, cAMP HTRF FRET, PGE2 co-stimulation. P43116. AID 940;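 active means compounds whose cAMP rise, as percent of the full-agonist control response, exceeds 60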;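 further: rat C6 glioma line stably carrying human EP2 under a CMV promoter; the protocol text gives 20 µM as final concentration; 100% = response of wells given 1 µM PGE2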
# Target sequence (P43116 whole entry, looked up): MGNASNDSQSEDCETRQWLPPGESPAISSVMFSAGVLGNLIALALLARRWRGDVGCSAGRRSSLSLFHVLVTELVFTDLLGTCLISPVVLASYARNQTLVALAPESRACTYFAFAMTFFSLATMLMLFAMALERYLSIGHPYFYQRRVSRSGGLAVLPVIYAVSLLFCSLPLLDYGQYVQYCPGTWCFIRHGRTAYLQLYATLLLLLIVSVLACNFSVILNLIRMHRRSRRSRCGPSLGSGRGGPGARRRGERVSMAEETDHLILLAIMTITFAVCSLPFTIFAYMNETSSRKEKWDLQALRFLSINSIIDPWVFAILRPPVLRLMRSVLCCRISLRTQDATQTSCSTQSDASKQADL
# EP2 antag = blocks the human prostaglandin E2 receptor EP2; P43116; C6 glioma cells expressing human EP2, cAMP TR-FRET; cells stimulated with saturating PGE2; 260,000 tested, 0.52% active; AID 1422; inhibition, % at 25 µM;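 active means percent inhibition above 40 after rounding to a whole number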;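 further: rat C6 glioma host cells with rolipram phosphodiesterase inhibitor present; the protocol text gives 20 µM as final concentration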
# * marks the source's active call; other numbers are inactive results; & = joins results of further samples. The list is partial; rates above refer to the full screens.
SMILES,EP2 modulator,EP2 antag
CC[C@@H](Cn1nc(-c2cccs2)ccc1=O)NC(=O)Cc1nc2nc(C)cc(C)n2n1,-11.2,4.3
CCOc1cc(OCC)cc(C(=O)Nc2ccc(NC(=O)c3cccs3)cc2)c1,-16.6,3.6
CC(C)c1nc2ccccc2c2nn(CC(=O)N3C(C)CCCC3C)c(=O)n12 (centres undefined),-45.4,4.2
CCOc1ccc(-n2c(SCC(=O)Nc3ccccc3C)nnc2-c2cccnc2)cc1,-15.5,22.6
CCN(CC)C(=O)CSc1nnc(-c2ccncc2)n1CCOC,-15.8,10.4
COc1cc2[nH]c(=O)c(C(=O)NCC3CCCO3)c(O)c2cc1OC (centres undefined),-23.2,13.2
CC(C)C[C@H]1C(=O)N2CCC[C@H]2[C@]2(O)O[C@](NC(=O)[C@@H]3C=C4c5cccc6[nH]c(Br)c(c56)C[C@H]4N(C)C3)(C(C)C)C(=O)N12,-3.3,13.5
Cc1cc2cc(C(c3nnnn3CCc3ccccc3)N3CCSCC3)c(=O)[nH]c2cc1C (centres undefined),5.3,-0.1
c1cc(NNc2cccc(-c3nn[nH]n3)c2)cc(-c2nn[nH]n2)c1,-4.2,7.7
CCOc1ccc(N(CC(=O)NC(C)(C)CC)C(=O)c2snc(C(N)=O)c2N)cc1,-13.4,11.7
CCn1c(=O)c2c(nc(SCC(=O)Nc3ccc(C)cc3)n2C)n(C)c1=O,-21.2,9.0
CCn1c(SC(C)C(C)=O)nc2c1c(=O)n(C)c(=O)n2C (centres undefined),7.2,10.7
O=c1[nH]c(N2CCCCC2)nc2c1CN(Cc1nnnn1Cc1ccccc1)CC2,-12.5,12.3
Cc1ccc(C)c2[nH]c(=O)c(CN(CCN3CCOCC3)Cc3nnnn3Cc3ccccc3)cc12,-43.8,18.6
C[C@]12CCC3c4ccc(OS(=O)(=O)O)cc4CCC3C1CCC2=O (some centres undefined),24.9,12.6
CCc1nn(CC(=O)OC)c(=O)c2cc3occc3n12,-70.5,7.8
Cc1cc(NC(=O)S(=O)(=O)c2ccccc2)ccc1NC(=O)c1ccco1,-17.2,4.5
Cc1ccc(CN(CCCN2CCOCC2)Cc2ccc3c(c2)n(C)c(=O)n3C)o1,4.2,6.5
CCc1ccccc1NC(=O)C1CCCN(c2ncccn2)C1 (centres undefined),-12.8,2.5
CC(C)(C)n1nnnc1CN1CCC(NC(=O)Nc2ccc(F)cc2)CC1,-44.4,17.9
CCC(c1nnnn1C(C)(C)C)N(CCc1ccccc1C)Cc1cc2cc(C)ccc2[nH]c1=O (centres undefined),64.9*,16.1
Cc1ccc(C)c2[nH]c(=O)c(CN(Cc3ccc4c(c3)OCO4)S(=O)(=O)c3ccccc3F)cc12,-30.2,15.1
CC1CCCC(NS(=O)(=O)c2cccs2)C1C (centres undefined),3.5,6.0
CCc1ncc(CN2CCc3cc(OC)c(OC)cc3C2c2ccccc2)cn1 (centres undefined),12.3,3.0
COc1cc(C2C3=C(CC(C)(C)CC3=O)Nc3[nH]c(=O)[nH]c(=O)c32)ccc1O (centres undefined),40.3,10.6

# Later entries.
SMILES,EP2 modulator,EP2 antag
CCC(=O)Nc1ccc2nc(SCC(=O)NC(C)(C)C)sc2c1,-5.0,11.2
O=C(CSc1nnc2ncccn12)Nc1nccs1,4.0,8.1
CCc1nc(SCC(=O)Nc2ccccc2C)c2ccccc2n1,-17.6,8.1
CC(=O)N1CCCc2cc(C(O)CN3CCN(c4ccccc4F)CC3)ccc21 (centres undefined),-15.1,10.3
N=c1ccn2c(n1)O[C@H]1[C@@H](OP(=O)(O)O)[C@H](CO)O[C@H]12,-9.5,10.7
COc1ccc2nc(C)cc(SCC(=O)Nc3ccccc3Br)c2c1,-51.4,13.8
CC(C)(C)c1ccc(C(=O)N2CCC(C(=O)N3CCCCC3)CC2)cc1,-52.6,10.9
Cc1nc2c(c(=O)[nH]1)CCN(C(=O)c1c(C)nn(Cc3ccccc3)c1C)C2,0.4,8.2
C=CCn1c(SCC(=O)Nc2cc(C)ccc2C)nnc1-c1ccncc1,14.4,14.8
CC(O)CN(Cc1ccc2c(c1)OCO2)Cc1ccc2c(c1)n(C)c(=O)n2C (centres undefined),1.8,8.9
COc1cccc(C(c2nnnn2C(C)(C)C)N2CCN(c3ccccc3)CC2)c1OC (centres undefined),9.2,7.5
Cc1cccc(-n2c(O)c(C=NCCO)c(=O)[nH]c2=O)c1,18.5,3.8
C=CCn1c(SCC(=O)Nc2ccccc2Cl)nnc1-c1ccncc1,1.6,11.0
Cc1cc(O)c(C)c(O)c1C(=O)O,23.7,10.7
COc1cc(NC(=O)CCn2cnc3ccccc3c2=O)c(OC)cc1Cl,-20.3,11.3
Oc1cc2c(c(Cl)c1O)CCNCC2c1ccccc1 (centres undefined),8.6,14.3&13.1
COc1ccc(Cl)cc1NC(=O)CSc1nnc(C)c(=O)[nH]1,13.0,14.6
CCc1oc(C(=O)O)cc1CN,2.7,7.1
CCOC(=O)Cn1c(-c2cccs2)cc2cccnc21,-47.6,6.8
Nc1nc(Cl)nc2c1ncn2[C@@H]1O[C@H](COP(=O)(O)OP(=O)(O)OP(=O)(O)O)[C@H](O)C1O (some centres undefined),22.8,6.5
Cc1cccc2cc(CN(Cc3ccc4c(c3)OCO4)C(=O)NCc3ccccc3)c(=O)[nH]c12,-18.4,9.4
Cc1ccc(C(=O)Nc2sc3c(c2C(=O)NC2CCS(=O)(=O)C2)CCCC3)cc1 (centres undefined),3.8,13.7
COc1ccc2cc(CN(Cc3ccc4c(c3)OCO4)S(=O)(=O)c3ccccc3F)c(=O)[nH]c2c1,-52.0,14.0
CCC(=O)c1cn(CC(=O)N2CCc3ccccc3C2)c2ccccc12,-13.7,5.9
COc1cc(C(=O)N2C(c3cccnc3)=NC3CCCCC32)cc(OC)c1OC (centres undefined),-11.5,4.8

# Next section
SMILES,EP2 modulator,EP2 antag
Cn1c(C2CC2)n[nH]c1=S,-1.1,20.9
O=C(CSc1nc2sc3c(c2c(=O)[nH]1)CCCC3)Nc1cccc(F)c1,8.7,2.9
C=CC[n+]1c(C)n(CC)c2cc(C(=O)OCC)ccc21,-44.1,25.0
Cc1nn(C)cc1S(=O)(=O)NCC1(c2ccccc2)CCCC1,-17.1,8.7
COc1ccc(S(=O)(=O)N2CCC(C(=O)NCC(C)(C)CN(C)C)CC2)cc1,7.3,10.2
O=C(CSc1nccc(=O)[nH]1)Nc1ccccc1Cl,24.9,15.2
CC(C)N(Cc1ccccc1)S(=O)(=O)c1n[nH]c(C(C)(C)C)n1,14.3,9.5
O=c1c(Cl)c(NC2CC2)cnn1C12CC3CC(CC(C3)C1)C2,-61.4,7.9
Cc1ccc(-c2cc(N)c(=O)n(CC(=O)NC3CCCCCC3)n2)o1,-51.9,13.9
CCCN(CCC)c1ccc(C=C2C(=O)NC(=O)NC2=O)cc1,-122.8,25.7
Cc1ccc2cc(CN(CCCO)C(=S)NCCCN(C)C)c(=O)[nH]c2c1,-8.8,12.2
C[C@@H](Cn1nnc2ccccc21)NC(=O)CCn1ncc2ccccc21,-27.7,12.5
CCn1c(SCC(=O)Nc2ccccc2OC)nnc1C(C)C,11.7,13.4
COc1ccc2c(c1)cc(C)c1nnc(SCC(=O)N3CCOCC3)n12,-21.1,4.1
Cc1nc2ccc(C(=O)Nc3ccccc3)cc2s1,-56.8,10.7
CC1(C(=O)NCc2nc(-c3ccccc3Cl)no2)CC(c2ccccc2)=NO1 (centres undefined),-86.6,6.0
COCCn1nnnc1CN(Cc1cc2ccc(OC)cc2[nH]c1=O)CC1CCCO1 (centres undefined),0.5,7.9
Cn1nnc(NC(=O)COc2ccccc2)n1,10.1,16.8
Cc1ccc(N2CCCC2=O)cc1S(=O)(=O)NC1(c2ccccc2)CC1,-2.7,9.8
COCCSc1nnc(NC(=O)c2ccccc2Cl)s1,15.5,6.6
Cc1cccc(NC(=O)c2c(O)c3ccccc3[nH]c2=O)c1,-7.9,11.1
N#Cc1cc2ccccc2nc1SCC(=O)Nc1c[nH]c(=O)[nH]c1=O,36.7,8.0
COc1ccc(-c2c(C)nn3c(N4CCN(C(C)=O)CC4)cc(C)nc23)cc1,-30.9,0.5
Cc1ccc2[nH]c(=O)c(CN(CCCO)C(=S)Nc3ccc(F)cc3)cc2c1,-57.5,7.3
CC1Oc2ccc(S(=O)(=O)N3CCCC(CN4CCCC4=O)C3)cc2NC1=O (centres undefined),-11.5,7.0

# Further records follow:
SMILES,EP2 modulator,EP2 antag
Cn1cnc([N+](=O)[O-])c1N,-17.3,4.6
CCn1ncc(C(=O)NCCc2nc(-c3ccncc3)n[nH]2)c1C,5.1,4.4
CCSc1ncc(CN2CCN(C3CCCCC3)C(=O)C2)cn1,6.5,8.2
Cc1cc(NC(=O)c2nc3ncccn3n2)c2ccccc2n1,-3.4,10.2
COc1ccc(C2(NC(=O)c3cccc(-n4cnnc4)c3)CCCCC2)cc1,0.1,2.9
CO/N=C(/C(=O)NC1C(=O)N2C(C(=O)O)=C(COC(N)=O)CSC12)c1ccco1 (centres undefined),31.3,6.2
COCCn1c(SCC(=O)Nc2ccccc2C)nnc1-c1ccoc1C,-0.6,2.5
COc1cccc(-c2nnc(NC(=O)c3cnc(C(C)(C)C)nc3)s2)c1OC,11.0,10.3
CCc1ccc2[nH]c(=O)c(CN(Cc3ccccc3)S(=O)(=O)c3ccc4c(c3)OCCO4)cc2c1,-85.9,12.9
O=C(O)C1CC(C2CCCCN2)CN2CCCCC12 (centres undefined),33.9,9.3
COc1ccc(C2(NC(=O)c3noc(C)c3Cn3cccn3)CCCCC2)cc1,19.0,7.5
CCOC(=O)c1sc2ncn(Cc3ccc(C(=O)OC)cc3)c(=O)c2c1C,3.6,5.4
O=C(CN1CCC(O)(c2cccnc2)CC1)NCc1cccs1,-13.6,16.4
CCn1c(SCC(=O)Nc2cccc(NC(=O)c3ccccc3)c2)nnc1-c1cccs1,-69.7,9.0
Cc1ccc(N2CC34C=CC(O3)C(C(=O)OC(C(=O)NC(C)(C)C)C(C)C)C4C2=O)c(C)c1 (centres undefined),2.1,16.9
Cc1cc2ccccc2n2c(=O)n(CC(=O)N3CCCC3)nc12,-7.5,5.0
COC(=O)c1c(NC(=O)Cc2ccccc2)sc(C(=O)Nc2cccc(OC)c2)c1C,-22.3,9.7
OCCNc1ncnc2nc[nH]c12,7.5,8.8
CSC1=NC(C)(C)CC(C)O1 (centres undefined),18.0,6.5
Cn1cccc1C(C(=O)NC1CCCCC1)N(C(=O)Cc1cccs1)c1ccc2c(c1)OCCO2 (centres undefined),28.3,9.6
O=C(c1cccnc1)C1CCN(C(=O)CCCc2c[nH]c3ccccc23)CC1,-92.8,6.6
CC1(C)C=CC(=O)[C@@]2(C)C1CC(=O)[C@]1(C)C2CC[C@@]2(C)[C@H](c3ccoc3)OC(=O)C3OC321 (some centres undefined),-11.5,34.0
COc1ccc(NC(=O)CN2CCC(NC(=O)c3ccc(F)cc3)CC2)c(OC)c1,-95.6,8.9
C=CCSSSCC=C,20.8,10.1
Cc1ccc2c(C(=O)CN3CCN(c4cnccn4)CC3)c[nH]c2c1,-65.0,6.1

# Full records from above.
# COC(=O)c1c(NC(=O)Cc2ccccc2)sc(C(=O)Nc2cccc(OC)c2)c1C is listed with EP2 modulator = -22.3; EP2 antag = 9.7
# CO/N=C(/C(=O)NC1C(=O)N2C(C(=O)O)=C(COC(N)=O)CSC12)c1ccco1 (centres undefined) is listed with EP2 modulator = 31.3; EP2 antag = 6.2
# CCn1c(SCC(=O)Nc2cccc(NC(=O)c3ccccc3)c2)nnc1-c1cccs1 is listed with EP2 modulator = -69.7; EP2 antag = 9.0

# (listing goes on)
SMILES,EP2 modulator,EP2 antag
O=C(c1cccs1)N1CCC(c2nc3c(nnn3Cc3cccc(Cl)c3)c(=O)[nH]2)CC1,29.8,11.3
Cc1occc1-c1nnc(SCC(=O)Nc2ccccc2Cl)n1Cc1ccco1,22.1,10.0
CCn1c(SCC(=O)N2CCOCC2)nnc1-c1ccccc1,-13.2,7.4
CC1=C([N+](=O)[O-])C(c2ccc(Cl)cc2)NC(=O)N1 (centres undefined),-21.3,26.4
OC(CN1CCN(c2ccc(F)cc2)CC1)c1ccc2c(c1)OCCO2 (centres undefined),-24.3,5.5
O=C(NC1CCCCC1)NC1(C(=O)N2CCc3ccccc32)CCCCC1,-30.7,8.0
CCCN1CCC(CNC(=O)c2nnn(-c3ccccc3)c2C)CC1,-27.2,5.3
COc1ccc(-n2ncc3c(=O)n(CC(=O)N4CCN(c5ccc(F)cc5)CC4)cnc32)cc1,-38.6,9.4
COc1ccc(-c2cc(C(F)(F)F)nc(SCC(=O)N3CCC(C)CC3)n2)cc1,-0.7,12.5
COc1ccc2cc(CN(Cc3ccccc3)C(=S)NCCCN(C)C)c(=O)[nH]c2c1,-82.5,16.0
CC(NC(=O)c1ccc(-n2cnnc2)cc1Cl)c1ccc2c(c1)CCC2 (centres undefined),-9.1,15.3
COCCSc1nnc(NC(=O)c2cc(Cl)ccc2OC)s1,-64.5,9.4
O=C(CSc1nnc2c3c4c(sc3nc(C3CC3)n12)CCCC4)NCc1cccs1,-5.7,8.2
NNC(=O)c1ccc(S(=O)(=O)N2CCCCC2)cc1,-74.0,6.5
Cc1ccc(C(=O)Nc2ccc(NC(=O)c3ccco3)c(C)c2)cc1,1.7,6.1
CCc1ccccc1NC(=O)CSc1nnc(-c2ccco2)n1CC,-10.7,4.7

# Nothing new here: entries from further up.
SMILES,EP2 modulator,EP2 antag
CC1=C([N+](=O)[O-])C(c2ccc(Cl)cc2)NC(=O)N1 (centres undefined),-21.3,26.4
OC(CN1CCN(c2ccc(F)cc2)CC1)c1ccc2c(c1)OCCO2 (centres undefined),-24.3,5.5
O=C(NC1CCCCC1)NC1(C(=O)N2CCc3ccccc32)CCCCC1,-30.7,8.0
CCCN1CCC(CNC(=O)c2nnn(-c3ccccc3)c2C)CC1,-27.2,5.3
COc1ccc(-n2ncc3c(=O)n(CC(=O)N4CCN(c5ccc(F)cc5)CC4)cnc32)cc1,-38.6,9.4
